tuberculosis growth – growth inhibition of non-replicating M. tuberculosis (AID 488890); inhibition, % at 25 µM; hits with a dose series show IC50 in µM; Mycobacterium tuberculosis non-replicating, growth inhibition; higher % means a stronger effect; 320,000 compounds, 0.39% hits; in the data active = a potency from the dose series; inconclusive = inhibition mostly from about 82% at the one dose, without a potency; inactive = the rest, 99 in 100 with inhibition below about 76%;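 note: plate controls were DMSO cells for no effect and high antibiotic wells for full effect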
PhoP GFP inhibition – Inhibition of PhoP regulon, Salmonella typhi GFP reporter cells, confirmation, 4 h (AID 1850) | one-dose inhibition, % at 50 µM; IC50 in µM for titrated hits | 310,000 compounds, 0.33% hits | Salmonella Typhi PhoP-promoter GFP reporter, fluorescence, 4 h; higher % means a stronger effect; in the data active = a potency from the dose series; inconclusive = inhibition mostly from about 25% at the one dose, without a potency; inactive = the rest, 99 in 100 with inhibition below about 19%;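 note: 0% = induced wells with vehicle and 100% = uninduced wells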
H37Rv inhibition – M. tuberculosis growth inhibition, HTS (AID 449762); inhibition, % at 25 µM; hits with a dose series show IC50 in µM; M. tuberculosis H37Rv growth inhibition, 7H9 media; higher % means a stronger effect; 330,000 compounds, 0.59% hits; in the data active = a potency from the dose series; inconclusive = inhibition above about 70% without an active follow-up result;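 note: bacterial growth assessed after seven days of incubation; strong numbers were not always called active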
influenza NS1A – NS1A inhibition, H1N1 influenza, cell based functional assay (AID 504329); one-dose inhibition, % at 12.5 µM; IC50 in µM for titrated hits; 340,000 compounds, 0.3% hits; NS1A functional cell-based assay, percent inhibition; higher % means a stronger effect; in the data active = a potency from the dose series; inconclusive = inhibition above about 27% without an active follow-up result; note: strong numbers were not always called active
inhibitors of VEEV – inhibitors of VEEV TC-83 cytopathic effect, confirmation, Vero cells (AID 588727); Vero cells, VEEV TC-83 cytopathic effect inhibition; higher % means a stronger effect; inhibition, % at 20 µM, or IC50 in µM where a hit was titrated; 350,000 compounds, 0.13% hits; in the data active = a potency from the dose series; inconclusive = inhibition mostly from about 14% at the one dose, without a potency; inactive = the rest, 99 in 100 with inhibition below about 12%; note: strong numbers were not always called active
inhibitors of VEEV 10K pilot screen – recorded beside inhibitors of VEEV, whose call it bears; inhibition, %; measured here: 10K pilot screen inhibition
Numbers without * were called inactive; i = inactive; ? = inconclusive; · = no result given.

SMILES	tuberculosis growth	PhoP GFP inhibition	H37Rv inhibition	influenza NS1A	inhibitors of VEEV	others
Cc1cc(C)n(-c2ccc3nncn3n2)n1	0%	0%	0%	-2%	1.0%
O=C(CNc1ccc(Cl)cc1)c1ccc(Br)cc1	62%	0%	-1%	2%	5.7%
C=CCSc1nc2ccccc2n2cnnc12	-18%	6%	7%	1%	0.9%
Fc1cnc(N2CCOCC2)nc1N1CCOCC1	-1%	3%	6%	4%	1.8%
Cc1csc(N2CCN(c3cc4c(cc3Cl)nc(-c3ccncc3)n4CCCN3CCCC3)CC2)n1	25%	-3%	48%	-9%	0.1%	inhibitors of VEEV 10K pilot screen=2.0
O=C(CCS(=O)(=O)Cc1ccccc1)Nc1nnc(C(F)(F)F)s1	?	7%	4%	2%	?
Cc1ccc(C(=O)N2CCNC(=O)C2CC(=O)Nc2ccc(F)cc2)cc1C (configuration not stated)	-18%	-37%	-1%	-8%	i
CCOC(=O)C1CCCN(C2CCN(Cc3nc(Cc4ccccc4)no3)CC2)C1 (configuration not stated)	33%	-4%	-4%	-2%	0.8%
Cc1ccc(C2CC2c2n[nH]c(=S)n2-c2cccc(C)c2)cc1 (configuration not stated)	-9%	-6%	-6%	6%	4.4%
COCCCn1c(SCC(=O)NC2CCCCC2)nc2ccccc2c1=O	-17%	-2%	2%	10%	1.2%
CCN1C(=O)CC2CCCC1C2 (configuration not stated)	·	·	·	-3%	3.1%
COc1cc(-c2csc(NC3CCCCC3)n2)cc(OC)c1OC	14%	11%	1%	12%	7.9%
CC(=O)Nc1ccc(S(=O)(=O)Nc2nc3ccccc3nc2Cl)cc1	1%	8%	4%	-43%	1.3%
O=[N+]([O-])c1cccc(C(=S)N2CCN(c3ccc(F)cc3)CC2)c1	14%	-9%	-7%	7%	2.7%
COc1cc(C=O)ccc1OC(=O)c1cccnc1	?	9%	-5%	-19%	1.7%
O=C(NC1CCCc2c1cnn2-c1cc(F)cc(F)c1)c1ccc[n+]([O-])c1 (configuration not stated)	4%	-12%	9%	-12%	0.9%
CSc1ccccc1NC(=S)Nc1cc(C)cc(C)c1	71%	4%	4%	4%	i
O=C(c1ccc([N+](=O)[O-])o1)N1CCN(Cc2ccccc2)CC1	2.8µM*	0%	3%	1%	i
Cc1ccc(C(C)n2cc(C(=O)NCc3ccncc3)nn2)cc1 (configuration not stated)	13%	-2%	0%	3%	1.7%
CC12CC3CC(C)(C1)CC(C(=O)NNC(=O)c1ccncc1)(C3)C2	10%	-3%	-3%	-13%	0.4%

In the list so far, 7 have a carbonyl joined to an NH by a bond outside any ring:
SMILES	tuberculosis growth	PhoP GFP inhibition	H37Rv inhibition	influenza NS1A	inhibitors of VEEV	others
O=C(CCS(=O)(=O)Cc1ccccc1)Nc1nnc(C(F)(F)F)s1	?	7%	4%	2%	?
Cc1ccc(C(=O)N2CCNC(=O)C2CC(=O)Nc2ccc(F)cc2)cc1C (configuration not stated)	-18%	-37%	-1%	-8%	i
COCCCn1c(SCC(=O)NC2CCCCC2)nc2ccccc2c1=O	-17%	-2%	2%	10%	1.2%
CC(=O)Nc1ccc(S(=O)(=O)Nc2nc3ccccc3nc2Cl)cc1	1%	8%	4%	-43%	1.3%
O=C(NC1CCCc2c1cnn2-c1cc(F)cc(F)c1)c1ccc[n+]([O-])c1 (configuration not stated)	4%	-12%	9%	-12%	0.9%
Cc1ccc(C(C)n2cc(C(=O)NCc3ccncc3)nn2)cc1 (configuration not stated)	13%	-2%	0%	3%	1.7%
CC12CC3CC(C)(C1)CC(C(=O)NNC(=O)c1ccncc1)(C3)C2	10%	-3%	-3%	-13%	0.4%

Following part.
SMILES	tuberculosis growth	PhoP GFP inhibition	H37Rv inhibition	influenza NS1A	inhibitors of VEEV	others
CN(Cc1ccccc1)C(=O)c1ccc(COc2ccccc2)cc1	79%	-4%	5%	-26%	0.4%
COc1ccc(N2CCN(C(=O)C3CCN(S(=O)(=O)c4ccc(C)cc4)CC3)CC2)cc1	2%	-5%	26%	1%	0.1%
CCN(CC(=O)Nc1ccc(OC)cc1)C(=O)c1cc2c(s1)CCCCC2	·	-8%	2%	-3%	0.6%
COC(=O)c1ccc(CSc2n[nH]c(=S)s2)o1	35%	3%	-2%	-6%	1.6%
CCNS(=O)(=O)c1ccc(CCC(=O)NCCc2ccc(OC)cc2)cc1	-9%	3%	-1%	-1%	0.2%
COc1cccc(-c2cc(C(=O)N3CCN(Cc4ccccc4)CC3)no2)c1	10%	2%	26%	11%	i	inhibitors of VEEV 10K pilot screen=3.1
CC1(C(=O)NCc2cccnc2)CCC(=O)N1CCc1ccccc1 (configuration not stated)	·	9%	-10%	-3%	1.8%
COc1ccc(/C=C/C(=O)NC(=S)NNC(=O)c2cccnc2)cc1OC	-15%	5%	-1%	4%	7.0%
Cc1ccc(OCc2ccc(C(=O)N3CCOCC3)cc2)cc1C	-1%	5%	-9%	3%	2.3%
Oc1ccc(/C=N/n2cnn(Cc3ccccc3Cl)c2=S)c(O)c1	24%	-2%	2%	-11%	1.8%
COc1ccccc1OCCNC(=O)CCS(=O)(=O)c1ccccc1	9%	·	-10%	-8%	1.4%
Cc1[nH]nc(-c2ccc(O)c(C)c2O)c1Oc1ccccc1	-10%	12%	-9%	-1%	3.2%
Cc1cc(OCCSc2nnc(-c3cccs3)n2C)ccc1Cl	68%	0%	-6%	-3%	0.4%
CC1(C)CC(=O)c2cc(OCC(=O)NCCCN3CCN(c4ccccc4F)CC3)ccc2O1	10%	2%	-3%	3%	i
COCCc1nc2ccc(C(=O)N(C)Cc3cccc(-n4nc(C)cc4C)c3)cc2o1	-4%	-3%	3%	-2%	7.2%
COc1ccccc1NC(=O)CSc1nnc(NC(=O)C2CC2)s1	1%	-4%	8%	9%	2.6%
c1coc(CNc2ncnc3[nH]ncc23)c1	-8%	0%	-7%	11%	0.3%
COc1ccc(OC)c(N2C(=O)CC(Cc3ccc(C)cc3)C2=O)c1 (configuration not stated)	-1%	-5%	5%	19%	2.1%
CCN1C(=O)/C(=C\N(C)C)NC1=S	-16%	-5%	-2%	-4%	0.2%
O=C(/C=C/c1ccccc1[N+](=O)[O-])NCc1cccnc1	-16%	-6%	-7%	-12%	i

The closing four records of the section before lead into the next.
SMILES	tuberculosis growth	PhoP GFP inhibition	H37Rv inhibition	influenza NS1A	inhibitors of VEEV	others
c1coc(CNc2ncnc3[nH]ncc23)c1	-8%	0%	-7%	11%	0.3%
COc1ccc(OC)c(N2C(=O)CC(Cc3ccc(C)cc3)C2=O)c1 (configuration not stated)	-1%	-5%	5%	19%	2.1%
CCN1C(=O)/C(=C\N(C)C)NC1=S	-16%	-5%	-2%	-4%	0.2%
O=C(/C=C/c1ccccc1[N+](=O)[O-])NCc1cccnc1	-16%	-6%	-7%	-12%	i
CCOc1ccc2c(O)csc2c1	-5%	-13%	-3%	-4%	0.8%
Cc1ccc(Nc2nc(N)nc(CN3CCN(Cc4ccc5c(c4)OCO5)CC3)n2)cc1Cl	?	1%	1%	1%	i
COc1ccc(CN2CCC(C(N)=O)CC2)cc1OCc1ccccc1	14%	-5%	8%	-11%	i
CC(C)CNS(=O)(=O)c1ccc(Br)cc1N1CCC[C@@H]1CO	·	·	·	-8%	0.4%
Cc1ccc(-n2c(N)c(-c3nc4ccccc4n3C)sc2=S)cc1	47%	-2%	-7%	3%	0.3%
CCC1=NN(C(=O)c2cccnc2)C(O)(C(F)(F)F)C1 (configuration not stated)	-14%	4%	2%	9%	0.1%
O=[N+]([O-])c1ccc(Cl)cc1C=NNc1ccccn1	·	·	·	-2%	1.6%
CCOc1ccccc1NC(=O)N1CCC(NC(=O)C2CCCCC2)CC1	·	·	·	4%	0.8%
Cn1c(SCC(=O)c2ccccc2)nnc1-c1cccc(N)c1	24%	-2%	-6%	9%	6.2%
Cc1nc(SCC(O)CO)c([N+](=O)[O-])[nH]1 (configuration not stated)	1%	8%	-11%	2%	1.0%
Cc1c(C(=O)OCC(=O)Nc2ccc(C(N)=O)cc2)cccc1[N+](=O)[O-]	-16%	-6%	1%	-11%	0.6%
Cc1ccc(C2CC(=O)NC(SCC(N)=O)=C2C#N)s1 (configuration not stated)	-11%	-11%	-3%	-10%	0.0%
CC(C)NC(=O)c1ccccc1NC(=O)CCS(=O)(=O)Cc1ccccc1	7%	1%	-16%	3%	0.6%
O=C(NCC(=O)N1CCN(S(=O)(=O)c2ccc3c(c2)OCCO3)CC1)c1ccccc1F	7%	·	0%	-7%	1.6%
Nc1nc(NC(=O)c2cccnc2)nn1-c1ccccc1	-2%	3%	-6%	-2%	0.4%
COc1ccc(N(CC(=O)N/N=C/c2ccc(OC3CSC3)cc2)S(=O)(=O)c2ccccc2)cc1	-29%	-3%	?	2%	1.6%
CCOC(=O)c1ccc(NC(=O)CSc2nc3c(c(=O)n2CC)SC(C)C3)cc1 (configuration not stated)	37%	-4%	-1%	6%	4.7%
CCOc1cc(CN2CCOCC2)cc(C(C)=O)c1	-8%	-2%	2%	4%	0.7%
CC(C)(C)n1nc2c(c1NC(=O)c1ccc(Br)o1)CS(=O)C2 (configuration not stated)	-8%	-9%	-4%	5%	i
Cc1c(-c2cccc(Cl)c2)nc2ccccc2c1C(=O)OC/C(O)=C(\C#N)c1nc2ccccc2[nH]1	-6%	-7%	21%	0%	?
Cc1ccc(N/C=C/C(=O)c2ccco2)c(O)c1	12%	5%	-8%	-5%	7.0%
CCC(=O)N1CCN(c2ccc(NC(=O)c3ccc(C#N)cc3F)cc2Cl)CC1	-6%	10%	3%	-14%	2.7%
CCCCN1C(=S)SC(C)(C)C1/[N+]([O-])=C/c1ccc(S(=O)(=O)NC)cc1 (configuration not stated)	6%	2%	2%	12%	0.3%
CN=C1SC(CC(=O)Nc2c(C)cccc2C)C(=O)N1/N=C/c1cccs1 (configuration not stated)	-7%	-5%	-2%	-8%	1.1%
O=C(CSc1ncn[nH]1)N1N=C(c2ccc(Cl)cc2)CC1c1ccco1 (configuration not stated)	6%	8%	-4%	-5%	6.8%
COc1ccccc1CNC(=O)C1CCCN(c2cnccn2)C1 (configuration not stated)	11%	7%	1%	-2%	i
Cc1cc(NC(=O)CNC(=O)C2CCCCC2)no1	-1%	0%	8%	-7%	i
O=c1[nH]c(=S)n(-c2cccc(Cl)c2)c(O)c1C=NCCN1CCNCC1	3%	-4%	2%	-14%	1.2%
OCCCCCNc1ncnc2ccccc12	-12%	2%	-5%	-8%	1.8%
COC(=O)c1sccc1NC(=O)c1c(-c2ccccc2)noc1C	28%	-6%	9%	-7%	0.7%
CCC(c1nnc(SCC(=O)N2CC3(C)CC2CC(C)(C)C3)o1)N(C)C (configuration not stated)	41%	-13%	3%	0%	i	inhibitors of VEEV 10K pilot screen=1.1

Retrieved by compound from the entries so far, three records:
SMILES	tuberculosis growth	PhoP GFP inhibition	H37Rv inhibition	influenza NS1A	inhibitors of VEEV	others
CCCCN1C(=S)SC(C)(C)C1/[N+]([O-])=C/c1ccc(S(=O)(=O)NC)cc1 (configuration not stated)	6%	2%	2%	12%	0.3%
O=c1[nH]c(=S)n(-c2cccc(Cl)c2)c(O)c1C=NCCN1CCNCC1	3%	-4%	2%	-14%	1.2%
O=C(CSc1ncn[nH]1)N1N=C(c2ccc(Cl)cc2)CC1c1ccco1 (configuration not stated)	6%	8%	-4%	-5%	6.8%

Bioassay records as filed in PubChem BioAssay.
